HIF-2a block: blocks HIF-2a reporter activity. 786-0 RCC cells HIF-2a reporter, luciferase luminescence, overnight. inhibition, % at 18.8 µM. 360,000 compounds, 0.72% hits. AID 624352;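 active = inhibition of the luminescence signal of 40% or more relative to plate controls, in a single-dose primary screen at 18.75 µM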
PDI turbidity: PDI (human) enzyme inhibition | P07237 | PDI insulin aggregation turbidity, A650, 90 min | inhibition, % at 10 µM | 350,000 compounds, 0.052% hits | AID 588391;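 active = mean inhibition across replicates of 30% or more, whatever share of single replicates reach that level; inconclusive = mean inhibition below 30% while every single replicate reaches 30%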;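 also: absorbance from insulin aggregation driven by PDI reduction with DTT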
Target sequence (P07237 whole entry, looked up): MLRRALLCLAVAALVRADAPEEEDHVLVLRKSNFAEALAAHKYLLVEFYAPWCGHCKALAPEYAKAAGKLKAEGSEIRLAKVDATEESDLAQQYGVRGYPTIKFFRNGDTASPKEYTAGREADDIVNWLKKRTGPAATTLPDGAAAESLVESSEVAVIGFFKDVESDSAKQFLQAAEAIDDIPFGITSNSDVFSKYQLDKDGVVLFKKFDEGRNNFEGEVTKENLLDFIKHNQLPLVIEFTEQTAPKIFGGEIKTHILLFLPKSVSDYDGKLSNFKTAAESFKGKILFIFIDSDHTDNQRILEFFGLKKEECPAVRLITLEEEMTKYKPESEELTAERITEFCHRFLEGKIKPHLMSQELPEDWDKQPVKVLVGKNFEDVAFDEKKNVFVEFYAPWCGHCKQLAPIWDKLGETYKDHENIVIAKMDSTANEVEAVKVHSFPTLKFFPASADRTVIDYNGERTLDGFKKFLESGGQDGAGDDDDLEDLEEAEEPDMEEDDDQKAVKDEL
TRPM1 prom inh: inhibitors of MITF-driven TRPM1 promoter in melanoma cells | 330,000 compounds, 0.83% hits | inhibition, % at 12.5 µM | SK-MEL-5 TRPM1 promoter luciferase, 24 h;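 active = mean inhibition across replicates of 60% or more, whatever share of single replicates reaches that level; inconclusive = some that reach 60%, reason not given; inactive = mean inhibition across replicates below 60%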; also: values of inactives mirror those of a sister screen read the other way
Vif inh: blocks HIV Vif function | HEK293T cells, Vif self-association by quenched fluorescence, imaging, 24 h | inhibition, % at 7.49 µM | 340,000 compounds, 0.35% hits; in the data active = inhibition above about 50%, passing the limit was not always enough; inconclusive = no clear call, values can overlap the other calls; inactive = below about 31%; also: some results filed as inactive read as strong as hits
CaV13 ICDI inh: Primary screen for inhibitors of IQ motif and Ca2+-dependent inactivation inhibitor domain binding in CACNA1D, Förster resonance energy transfer in living cells, …. HEK cells, CFP/YFP FRET ICDI-IQ, plate reader, 10 min; percent FRET-ratio fall versus neutral wells. inhibition, % at 12.3 µM. 340,000 compounds, 0.098% hits. AID 743397;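 active = mean replicate inhibition of at least 30% and at least 1% of replicates passing that level; inconclusive = only one of the two criteria is met; inactive = neither criterion is met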;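 also: 0% = median of the neutral control wells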
NR2E3 ag-1: activates human NR2E3 receptor; Q9Y5X4; CHO-S Gal4-NCOR/VP16-NR2E3 two-hybrid, luciferase; inhibition of corepressor binding, % at 3.98 µM; 360,000 compounds, 0.35% hits; AID 602229;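 active = inhibition above the mean of all tested compounds plus 3 SD, cut at about 70% in these data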;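 also: 0% = DMSO with NR2E3 transfected cells and 100% = cells lacking NR2E3 construct; higher means lower luciferase signal from less NR2E3 corepressor binding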
Target sequence (Q9Y5X4 whole entry, looked up, the tested form may be a part): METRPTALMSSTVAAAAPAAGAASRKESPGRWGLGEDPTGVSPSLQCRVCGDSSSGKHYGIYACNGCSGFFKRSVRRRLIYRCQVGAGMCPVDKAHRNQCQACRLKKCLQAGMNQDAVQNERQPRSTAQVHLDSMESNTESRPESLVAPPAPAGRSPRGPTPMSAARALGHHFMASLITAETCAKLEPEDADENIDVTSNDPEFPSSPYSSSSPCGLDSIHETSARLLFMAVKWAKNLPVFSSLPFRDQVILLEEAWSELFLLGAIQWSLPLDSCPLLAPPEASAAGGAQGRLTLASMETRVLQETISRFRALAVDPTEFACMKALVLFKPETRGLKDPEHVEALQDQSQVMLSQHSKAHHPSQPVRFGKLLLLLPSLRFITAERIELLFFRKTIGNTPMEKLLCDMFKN
NR2E3 ag-2: activates human photoreceptor nuclear receptor NR2E3. AID 2300. inhibition of corepressor binding, % at 4.78 µM. 320,000 compounds, 0.12% hits. GST-NR2E3/biotin-RetCOR TR-FRET, 1536-well. Q9Y5X4;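 active = percent inhibition above the cutoff of mean plus 3 SD of all tested compounds, set per screening campaign, cut at about 20% in these data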;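 also: 0% = DMSO wells and 100% = biotin wells as full block of FRET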
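Format: 1536-well format; test system: GST-NR2E3 and biotin-RetCOR proteins; read-out basis: percent inhibition of TR-FRET ratio; timing: 5 h incubation at 4 °C; detection: time-resolved FRET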
Exocytosis inh: blocks lytic granule exocytosis. inhibition, % at 10 µM. AID 651702. TALL-104 LAMP-1 surface exposure, flow cytometry; cells stimulated with thapsigargin and PMA. 360,000 compounds, 0.66% hits;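 active = inhibition above about 55%, limit read from the data; inconclusive = no clear call, values can overlap the other calls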
Peg3 promoter: reduces Peg3 promoter-driven luciferase expression in HeLa; HeLa PEG-Prom luciferase reporter, luminescence, overnight; AID 588405; inhibition, % at 20 µM; 360,000 compounds, 1.7% hits;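 active = inhibition of at least 50% at 20 µM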
aDG glyco act: alpha-DG glycosylation activation. 360,000 compounds, 0.22% hits. Pro5-aDG cells, alpha-DG glycosylation AlphaScreen (IIH6); 0% Pro5, 100% B10-LARGE cell signal. activation, % at 10 µM;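 active = activation of at least 8% versus controls, or a plate z-score of at least 8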;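 also: Pro5 are CHO cells carrying HIG-tagged alpha-DG that lacks glycosylation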
hiPSC survival: hiPSC single-cell survival enhancement. 360,000 compounds, 0.044% hits. ATPlite luminescence; 100% = ROCK inhibitor wells, 0% = DMSO. survival enhancement, % at 20 µM; in the data active = survival enhancement above about 18%;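 also: cells exposed to compounds for 16 hours before the ATP read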
Starred values were filed as active, the others as inactive; ? = inconclusive; . = not tested or not shown.

Every second line gives: HIF-2a block	PDI turbidity	TRPM1 prom inh	Vif inh	CaV13 ICDI inh	NR2E3 ag-1	NR2E3 ag-2	Exocytosis inh	Peg3 promoter	aDG glyco act	hiPSC survival
Cc1ccc2oc(C(=O)N3CCN(Cc4ncccc4C)CC3)c(C)c2c1
→ -28.8	-6.0	1.2	-1.1	-5.9	-18.1	-1.0	-0.4	-18.9	0.1	-0.3
CN(C)c1ccc(CC(=O)N2CCCC(c3cc(C(=O)Nc4ccccc4)no3)C2)cc1 (configuration not stated)
→ -115.9	-44.4	.	-6.6	-6.4	10.7	.	-3.1	-110.7	0.4	2.5
COc1ccc(NC(=O)C2CCC(=O)N2)cc1 (configuration not stated)
→ 10.3	2.5	1.2	-7.1	-8.1	18.8	2.9	-0.1	5.4	-0.2	-1.3
COc1ccc(C(O)c2nc(-c3cc(F)cc(F)c3)cs2)cc1 (configuration not stated)
→ -18.9	4.0	.	-0.8	-3.5	-10.3	.	-6.9	1.2	0.1	-0.1
O=C(COc1ccccc1Cl)Nc1ccc(S(=O)(=O)N2CCOCC2)cc1
→ 1.5	9.2	-17.5	-49.3	-1.8	1.1	0.5	3.9	6.2	-0.1	1.0
O=C(CNC(=O)c1ccc(N2CCCC2=O)cc1)Nc1ccc(F)c(F)c1F
→ 7.0	16.6	1.6	10.9	-14.5	-7.8	.	-16.3	5.8	-0.4	4.0
CCOCCCNC(=O)c1c(C)[nH]c(C(=O)OCC)c1C
→ 3.1	0.5	3.9	-0.6	-7.8	-20.4	0.0	-1.1	6.1	-0.1	-1.6
CC(C)OC(=O)N(C)C[C@@H]1OCc2cnnn2CCCC(=O)N([C@H](C)CO)C[C@H]1C
→ 2.4	-4.0	.	4.5	-1.5	5.0	.	-5.9	-6.3	0.0	12.8
COc1ccc(/C=C/c2nc(S(=O)(=O)c3ccccc3)c(N(C)C)o2)cc1
→ -12.0	-2.6	-1.4	?	-11.9	-8.9	-1.8	-2.6	-0.4	0.4	0.2
CC1CCN(S(=O)(=O)c2ccc3ccccc3c2)CC1
→ 22.1	-7.1	2.4	.	.	15.5	-5.9	-3.4	13.2	0.1	0.2
COc1ccc(-c2oc3cc(O)c(OC)c(O)c3c(=O)c2OC)cc1
→ -87.6	.	-14.6	0.1	.	-80.4	3.5	-1.0	-60.4	-0.2	4.8
CCCS(=O)(=O)N1CCC(C(=O)Oc2ccc(OC)cc2)CC1
→ 13.3	4.0	-5.0	-0.3	-5.6	-3.3	0.6	3.4	10.6	-0.1	-0.3
CC(C)(C)NC(=O)NCCc1ccccc1
→ -170.9	14.2	-30.0	-2.5	2.9	-114.3	-1.6	7.9	-215.4	-0.2	-0.6
COc1ccc(N(CC(=O)NC2CCCCCC2)S(=O)(=O)c2c(C)nn(C)c2C)cc1
→ -2.2	-8.3	-5.6	-1.5	-5.6	-39.6	-2.2	-1.5	13.2	-0.2	-0.3
C[C@H](CO)N1C[C@H](C)[C@@H](CN(C)Cc2ccc3c(c2)OCO3)Oc2c(NS(=O)(=O)c3cn(C)cn3)cccc2C1=O
→ 6.2	1.2	-1.5	.	-11.8	-18.2	.	-0.6	-1.4	-0.2	0.6
CCNC(=S)NNC(=O)c1cc(Br)cs1
→ -25.0	6.6	-2.7	7.9	-5.6	-1.5	4.2	6.2	-40.1	-0.2	1.6
CCCN1C2CCCC1CC(NC(=S)NCCCOCC)C2 (configuration not stated)
→ 8.0	-10.1	-3.4	1.3	3.0	18.4	-3.6	-4.8	8.1	-0.5	0.3
COc1ccc(NC(=O)c2cccc3c2C(=O)N(CC2CCCO2)C3)cc1OC (configuration not stated)
→ -27.3	.	.	-17.1	.	-32.0	4.1	17.1	10.0	0.0	0.7
CN(C)c1ccc(NC(=O)CSc2nc(C3CC3)nc3ccccc23)cc1
→ 14.4	-3.4	17.6	-15.6	-6.9	-21.6	-1.4	1.1	32.2	0.8	-0.6
S=c1[nH]nc(-c2ccc3ccccc3n2)n1-c1ccccc1Cl
→ -15.7	2.0	-6.1	-3.2	-3.1	-11.2	5.8	-0.8	-6.2	0.3	3.5
c1cc2c(cc1C1CCCN1)OCCCO2 (configuration not stated)
→ 2.2	-9.9	-4.0	4.5	-3.7	-5.5	-0.5	-2.9	-0.2	-0.2	2.9
COc1cccc(-n2c(Cc3cc(=O)[nH]c(=O)[nH]3)nnc2SCC(=O)N2CCCCCC2)c1
→ 17.0	.	14.8	11.0	-12.2	-11.7	7.5	3.2	1.3	0.0	3.2
Nc1nnnn1/N=C/c1cc([N+](=O)[O-])ccc1O
→ 10.7	2.2	3.5	-7.8	-15.1	-43.1	-4.4	-1.2	16.7	0.0	-0.1
CC(=O)Nc1ccc2cc3ccc(NC(C)=O)cc3nc2c1
→ -100.8	-6.0	-17.0	8.4	-9.2	-1.2	-15.1	1.1	-102.4	-0.1	-0.4
COc1cc2c(cc1OC)-c1n[nH]c(=S)n1C(C)(C)C2
→ 9.0	2.0	1.7	16.0	-4.3	2.4	0.4	-0.5	1.6	0.0	-0.6
Cc1ccc(-c2csc3ncnc(-n4nnc5ccccc54)c23)cc1
→ 29.6	10.7	3.7	-0.7	-5.7	-22.5	0.2	-0.7	17.9	0.2	-2.3
CCOc1ccccc1C(=O)N1CCN(c2cccc(Cl)c2)CC1
→ 3.6	-1.8	48.1	21.0	-10.5	30.4	1.7	1.0	10.0	0.0	-0.4
c1ccc(Cc2ccc(OCCn3cncn3)cc2)cc1
→ -28.4	-1.2	-9.9	-19.0	-4.2	-10.7	-1.2	1.5	2.0	0.2	-0.8
Cc1ccc(C)c(OCC(=O)Nc2ccc(S(=O)(=O)N3CCN(C)CC3)cc2)c1
→ 17.8	-2.3	-2.7	2.2	-5.1	-7.0	0.2	0.9	9.5	-0.1	-0.2
O=C(Cc1cccs1)NCc1cccc(Cl)c1
→ -143.1	2.9	-55.2	-5.0	-2.8	-53.4	.	6.7	-178.5	0.2	-0.2

Following part:
mol	HIF-2a block	PDI turbidity	TRPM1 prom inh	Vif inh	CaV13 ICDI inh	NR2E3 ag-1	NR2E3 ag-2	Exocytosis inh	Peg3 promoter	aDG glyco act	hiPSC survival
CC(=O)c1cn(CC(=O)NCc2ccc3c(c2)OCO3)c2ccccc12	-105.8	-3.3	7.9	.	-2.3	29.3	-0.7	-2.7	-125.7	1.4	-2.6
CC1(C(=O)Nc2cnc3ccccc3c2)CCN1C(=O)C/C=C/c1ccccc1 (configuration not stated)	-4.7	-2.6	.	7.8	-4.6	23.6	.	-5.3	19.1	0.1	3.6
CCC(=O)Nc1ccc2c(c1)ncn2-c1ccc(C)cc1	-309.7	2.8	-78.2	-3.6	0.3	-88.7	0.6	-17.1	-352.2	-0.1	0.7
COc1ccc(C2=NS(=O)(=O)N(C)C(C(=O)NC3CCCCC3)=C2)cc1OC	6.4	.	8.5	.	4.1	-28.9	1.9	0.3	4.4	0.0	0.1
CCOC(=O)c1c(C)[nH]c(C(=O)Nc2ccc(NC(C)=O)cc2)c1C	88.3*	-4.0	15.5	-0.8	7.2	-21.4	0.5	-2.6	2.2	0.0	2.3
Cc1ccc2c(c1)N(CC(=O)NCCCN1CCCC1)C(=O)CO2	7.9	0.6	15.8	0.6	-7.3	-24.0	-1.4	13.7	-1.2	-0.2	1.6
CCc1ccc([C@@H]2CC=C(C(=O)O)[C@H](c3ccc(F)cc3)N2S(=O)(=O)c2ccc(C)cc2)cc1	9.8	4.1	-17.8	-1.4	-5.3	15.3	2.9	0.5	14.8	0.0	1.9
COc1cc(C(=O)NC(=S)NC(C)C)cc(OC)c1OC	3.8	-3.0	0.4	1.7	-5.4	-2.4	-1.0	-5.2	5.5	0.1	-1.5
Cc1ccc(N=C2NC(=O)CS2)cc1C	-5.8	1.3	-5.3	2.5	-5.6	-31.2	0.7	-16.1	36.8	-0.1	0.0
Cn1nnnc1-c1cc(Cl)cc(Cl)c1	4.4	1.4	-10.3	-6.5	-5.0	18.3	3.0	-3.3	-2.4	-0.3	6.2
O=c1[nH]c(C2CCN(S(=O)(=O)c3ccc(F)cc3)CC2)nc2c1nnn2Cc1ccc2c(c1)OCCO2	8.3	-4.5	11.6	-4.3	-7.4	32.8	6.7	-11.3	25.4	-0.4	0.3
CCOc1ccc(C(C)=O)cc1CN1C(=O)NC2(CCCCC2C)C1=O (configuration not stated)	27.2	1.1	3.2	-2.1	-4.9	-13.2	0.1	7.5	-0.3	0.0	15.0
CCCNC(=O)N(C)C[C@@H]1Oc2ncc(Br)cc2C(=O)N([C@H](C)CO)C[C@@H]1C	7.5	9.0	.	-3.7	-1.5	3.9	.	-1.9	2.2	0.2	6.3
CCOCCOC(=O)c1ccc(NC(=O)c2cc(OC)c(OC)c(OC)c2Br)cc1	15.8	-8.1	4.3	-5.2	-2.9	6.0	-2.0	1.9	7.5	0.4	-0.8

Ordered by molar mass (largest number first): 3 of the compounds above
mol	HIF-2a block	PDI turbidity	TRPM1 prom inh	Vif inh	CaV13 ICDI inh	NR2E3 ag-1	NR2E3 ag-2	Exocytosis inh	Peg3 promoter	aDG glyco act	hiPSC survival
CN(C)c1ccc(CC(=O)N2CCCC(c3cc(C(=O)Nc4ccccc4)no3)C2)cc1 (configuration not stated)	-115.9	-44.4	.	-6.6	-6.4	10.7	.	-3.1	-110.7	0.4	2.5
COc1ccc(NC(=O)c2cccc3c2C(=O)N(CC2CCCO2)C3)cc1OC (configuration not stated)	-27.3	.	.	-17.1	.	-32.0	4.1	17.1	10.0	0.0	0.7
CCOC(=O)c1c(C)[nH]c(C(=O)Nc2ccc(NC(C)=O)cc2)c1C	88.3*	-4.0	15.5	-0.8	7.2	-21.4	0.5	-2.6	2.2	0.0	2.3

Full records, quoted from the list. Screens in order: HIF-2a block, PDI turbidity, TRPM1 prom inh, Vif inh, CaV13 ICDI inh, NR2E3 ag-1, NR2E3 ag-2, Exocytosis inh, Peg3 promoter, aDG glyco act, hiPSC survival
CCOCCOC(=O)c1ccc(NC(=O)c2cc(OC)c(OC)c(OC)c2Br)cc1 in the list: 15.8, -8.1, 4.3, -5.2, -2.9, 6.0, -2.0, 1.9, 7.5, 0.4, -0.8
CCc1ccc([C@@H]2CC=C(C(=O)O)[C@H](c3ccc(F)cc3)N2S(=O)(=O)c2ccc(C)cc2)cc1 in the list: 9.8, 4.1, -17.8, -1.4, -5.3, 15.3, 2.9, 0.5, 14.8, 0.0, 1.9
